# Source: PubChem BioAssay (National Center for Advancing Translational Sciences (NCATS))
# AmpC det inh: Promiscuous and Specific Inhibitors of AmpC Beta-Lactamase (assay with detergent) | P00811 | purified AmpC, nitrocefin hydrolysis with detergent | Potency, µM (top dose mostly 28.7 µM), inactives show at the highest dose activity change, negative = inhibition | hit rate 0.09% among 71,000 | AID 584, 2007; active = well fitted curve in the direction sought with a large enough effect
# Target sequence (P00811 whole entry, looked up): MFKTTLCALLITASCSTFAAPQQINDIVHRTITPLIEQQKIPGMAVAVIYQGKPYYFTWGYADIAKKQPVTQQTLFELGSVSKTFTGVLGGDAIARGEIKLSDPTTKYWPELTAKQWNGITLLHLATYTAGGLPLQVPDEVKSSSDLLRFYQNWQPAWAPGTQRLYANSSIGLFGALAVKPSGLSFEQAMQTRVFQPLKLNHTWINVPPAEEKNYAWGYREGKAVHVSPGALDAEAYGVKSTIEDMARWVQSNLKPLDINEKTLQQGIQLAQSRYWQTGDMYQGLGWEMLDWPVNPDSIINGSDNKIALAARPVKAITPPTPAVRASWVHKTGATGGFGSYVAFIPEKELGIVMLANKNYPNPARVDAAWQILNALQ
#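 E. coli AmpC (5.3 nM) in 20 mM phosphate pH 7.0 with 0.01% Triton X-100, preincubated 15 min RT with compound; nitrocefin (2 uL of 800 uM stock) hydrolysis followed by 480 nm absorbance every 20 s over 4 min.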
# * marks the source's active call; other numbers are inactive results; & = joins results of further samples; [ ] = remark or other dose. % is scaled to controls: 0 for no effect and ±100 for the full control effect; potency is read from the fitted curve at half-maximal effect.
SMILES	AmpC det inh
CCCCC(CC)C(=O)NCCCN1CCN(CCCNC(=O)C(CC)CCCC)CC1 (stereo not drawn)	6.0%
CC(=O)N1CCc2cc(S(=O)(=O)Nc3ccccc3N3CCN(C)CC3)ccc21	11.9%
CCOC(=O)c1oc2ccccc2c1NC(=O)c1cccs1	-2.5%
O=C(CCn1c(=S)oc2ccccc21)Nc1ccc2c(c1)OCCO2	0.1%
O=C(Cn1cccc1C(=O)c1ccccc1)NCc1ccccn1	8.8%
CC(CSc1nc2ccccc2s1)Cn1c(N2CCCC2)nc2c1c(=O)[nH]c(=O)n2C (stereo not drawn)	16.5%
O=C(c1cc2nc(-c3ccccc3)cc(-c3ccccc3)n2n1)N1CCN(C(=O)c2ccco2)CC1	-3.0%
O=C(CCn1c(=O)oc2ccccc21)N(Cc1ccccc1)c1ccccn1	-2.7%
Cn1c(SCc2c(F)cccc2Cl)nnc1-c1cnccn1	-2.5%
CC(CNC(=O)c1ccc(Br)o1)NC(=O)c1ccc(Br)o1 (stereo not drawn)	8.8%
Cc1ccc(C(=O)CNc2nc3c(c(=O)[nH]c(=O)n3C)n2Cc2ccccc2)cc1	-1.8%
CCOC(=O)N1CCN(C(=O)CCC(=O)N2CCOc3ccc(C)cc32)CC1	-0.5%
CCOC(=O)C1=C(C)NC(=O)NC1c1c(OCC(=O)N2CCCCC2)ccc2ccccc12 (stereo not drawn)	-0.8%
C=CCc1ccccc1OCC(O)CNC (stereo not drawn)	-3.3%
COCCN1C=C(C(=O)OC)C(c2cc3c(cc2Br)OCO3)C(C(=O)OC)=C1	-3.8%
CC(C)NC(=O)[C@@H]1C[C@@]1(C)[C@@H](NC(=O)OCc1ccccc1)c1ccccc1	1.7%
Cc1ccc(S(=O)(=O)N(C)Cc2ccc(-c3nnco3)cc2)cc1	5.2%
CC(CN1CCOCC1)OC(=O)COc1ccc(F)cc1 (stereo not drawn)	-0.7%
O=C(CSc1c[nH]c2ccccc12)N1CCOCC1	-3.4%
Cc1nn(CC(=O)Nc2ccc(C(=O)N3CCCCC3)cc2)c(=O)c2ccccc12	-0.1%
COc1ccccc1NC(=O)CSc1nnc(COc2ccc(Cl)cc2)n1Cc1ccco1	-1.4%
COc1ccc(OC)c(NC(=O)C2CC(=O)N(c3ccccc3)C2)c1 (stereo not drawn)	-2.7%
Nc1ccccc1SCc1csc(-c2ccc(Cl)cc2)n1	-0.9%[5.75 µM]
COc1cc2c3c(c1)C1(C(=O)N3C(C)(C)C=C2C)C(C#N)=C(N)Oc2cc(C)oc(=O)c21 (stereo not drawn)	-1.6%
CC1(C)CC(NC(=O)c2ccccc2Cl)CC(C)(C)N1	3.0%
COC(=O)c1cccc(NC(=O)NC2CCCN2S(=O)(=O)c2ccc(Cl)cc2)c1 (stereo not drawn)	10.2%
O=C(c1ccco1)N1CCN(C(=O)C(Cc2ccccc2)NS(=O)(=O)c2cccs2)CC1 (stereo not drawn)	-3.5%
O=C(COc1ccc(S(=O)(=O)NC2CCCCC2)cc1)N1CCN(c2ccc(F)cc2)CC1	11.4%
COc1ccccc1N1CCN(CCN(C(=O)C2CCCCC2)c2ccccn2)CC1	-1.2%
CC(C)N(Cc1nc(-c2ccccc2)no1)C(=O)CN1C(=O)c2ccccc2C1=O	-5.8%

# The closing two records of the part before come first, to join the parts:
SMILES	AmpC det inh
COc1ccccc1N1CCN(CCN(C(=O)C2CCCCC2)c2ccccn2)CC1	-1.2%
CC(C)N(Cc1nc(-c2ccccc2)no1)C(=O)CN1C(=O)c2ccccc2C1=O	-5.8%
CCOC(=O)Cn1nnc(-c2cccc(OC)c2)n1	8.8%
N#CC1=C(N)Oc2c(ccc3cccnc23)C1c1cccnc1 (stereo not drawn)	-1.3%
COc1cc(NS(=O)(=O)c2ccc(F)cc2)c(OC)cc1NC(C)=O	4.0%
Cc1ccc(Cn2nnc3c(=O)n(CC(=O)OCc4ccccc4)cnc32)cc1	10.5%
Cc1cccc(C)c1NC(=O)C(c1ccccc1)N1CCN(C(=O)c2ccco2)CC1 (stereo not drawn)	-0.1%
CCCCN=Cc1c(O)n(-c2c(C)cc(C)cc2C)c(=O)[nH]c1=O	1.5%
CCCCCCS(=O)Cc1ccccc1 (stereo not drawn)	6.0%
O=C(c1cccs1)N1CCN(C(=O)c2ccco2)c2ccccc2C1	-1.8%
CCOC(OCC)P(=O)(c1ccccc1)c1ccccc1	9.6%
Cc1cccc(-n2ncc3c(NCc4cccs4)ncnc32)c1	-10.0%
Cn1nnnc1P(=O)(c1ccccc1)c1ccccc1	-3.8%
C[C@H](Br)C(=O)c1ccc2cc(Br)c3ccccc3c2c1	-3.6%[5.75 µM]
CCCCCCCCC(=O)NCc1ccc(O)c(OC)c1	0.0%
COc1ccc(-c2n[nH]c(C)c2-c2ccc(OC)c(OC)c2)c(O)c1	-0.8%
Nc1c(S(=O)(=O)c2cccc(Cl)c2)c2nc3ccccc3nc2n1/N=C/c1ccc(O)c(O)c1	-7.0%
CCC(=O)Nc1ccc2nc(SCC(=O)N3CCCC3)sc2c1	-3.5%
COc1cccc(N2CCN(Cc3nc(N)nc(Nc4ccccc4)n3)CC2)c1	-6.2%
COC(=O)Cn1ncn2c(cc3oc(C)cc32)c1=O	0.2%
Cc1cc(C)n2cc(CSCc3ccco3)nc2n1	0.0%
CCOc1ccc(OCc2ccc(C(=O)N3CCCC3)o2)cc1	-2.3%
CCO/C=N/c1c(C#N)c2c(c(=S)n1C)COC(C)(C)C2	-11.2%
CSc1nnc2c(n1)OC=Nc1ccccc1-2	-0.8%
Cc1cc(NS(=O)(=O)c2ccc(NC(=O)NC3CCCCC3)cc2)no1	-0.1%
Clc1cccc2c1CN(C1=NCCN1)C2	-0.6%
COc1ccccc1NC(=O)c1ccc(N)cc1	-0.8%
O=C(Nc1ccc(F)cc1)C1CCCCC1	-2.8%
COc1ccc2[nH]cc(CCNc3ccnc(-c4ccc(C(=O)N(C)C)cc4)n3)c2c1	8.7%
N#Cc1c(NC(=O)CSc2nnc(-c3ccncc3)n2CC2CCCO2)sc2c1CCCC2 (stereo not drawn)	4.1%
CC(=O)NC1C2CN3CCN(C2)CC1(Cc1ccccc1)C3 (stereo not drawn)	-1.5%
Cc1nc(NC2=NCN(Cc3cccnc3)CN2)nc2c(C)cccc12	-1.1%

# Structures shown so far containing a cyano group, in the order listed:
SMILES	AmpC det inh
COc1cc2c3c(c1)C1(C(=O)N3C(C)(C)C=C2C)C(C#N)=C(N)Oc2cc(C)oc(=O)c21 (stereo not drawn)	-1.6%
N#CC1=C(N)Oc2c(ccc3cccnc23)C1c1cccnc1 (stereo not drawn)	-1.3%
CCO/C=N/c1c(C#N)c2c(c(=S)n1C)COC(C)(C)C2	-11.2%
N#Cc1c(NC(=O)CSc2nnc(-c3ccncc3)n2CC2CCCO2)sc2c1CCCC2 (stereo not drawn)	4.1%

# Quoted at random: 2 entries already listed.
SMILES	AmpC det inh
O=C(Nc1ccc(F)cc1)C1CCCCC1	-2.8%
COc1ccc2[nH]cc(CCNc3ccnc(-c4ccc(C(=O)N(C)C)cc4)n3)c2c1	8.7%

# Remaining list, next part
SMILES	AmpC det inh
NC(=O)c1ccsc1NC(=O)COc1ccccc1	-6.2%
CC(=O)N1C2CCCCC2S[C@H]2CCCCC21 (stereo partly drawn)	0.0%
O=C(NCc1cccs1)C1CCCN1C(=O)Nc1ccccc1 (stereo not drawn)	2.0%
O=C(Cn1cnc2c(nnn2Cc2ccccc2)c1=O)N1CCCc2ccccc21	10.3%
CCc1nc(NCCN2CCOCC2)c2oc3ccccc3c2n1	-2.8%
Cc1cccc(NC(=O)Cn2c(C)c(C#N)c3ccccc32)c1C	11.8%
CC(=O)Oc1cccc(N2C(=O)C3C4C=CC(C4)C3C2=O)c1 (stereo not drawn)	-1.8%
NS(=O)(=O)c1ccc(C(=O)O)cc1	-7.7%[5.75 µM]
COc1cc(C(=O)N2CCC(c3nc(-c4cccnc4)no3)CC2)cc(OC)c1OC	0.3%
CCn1ncc(Br)c1C(=O)Nc1cc(C)ccc1F	-4.3%
COc1ccccc1CN(C(=O)c1ccco1)C(C(=O)NC1CCCC1)c1ccncc1 (stereo not drawn)	10.6%
CCOC(=O)C1=C(N)OC2=C(C(=O)CCC2)C12C(=O)N1c3c(ccc(C)c32)C(C)=CC1(C)C (stereo not drawn)	-2.8%
COc1cc(SC)ccc1C(=O)OC1CCOC1=O (stereo not drawn)	-1.9%
O=C(COC(=O)C1CCCCC1)Nc1ccc(N2CCCCC2)cc1	-2.1%
O=C(CSc1n[nH]c(-c2ccccc2)n1)c1ccc(O)c(O)c1	6.0%
CC(C)N1CC23C=CC(O2)C(C(=O)OCc2ccccc2)C3C1=O (stereo not drawn)	-1.9%
Cc1ccc(C(=O)N(c2ccccn2)C(C)c2ccco2)cc1 (stereo not drawn)	14.2%
O=C(NCN1C(=O)C2C3C=CC(C3)C2C1=O)OC1CCCCC1 (stereo not drawn)	-0.2%
CS(=O)(=O)N(CC(=O)NCCSC1CCCCC1)c1ccc2c(c1)OCO2	-7.1%
CN1[C@@H]2CC(OC(=O)[C@@H](CO)c3ccccc3)C[C@H]1[C@H]1O[C@H]12 (stereo partly drawn)	-0.6%
Cc1ccc(S(=O)(=O)N2CCC(C(=O)N3CCC[C@H]3C(=O)NCc3ccccc3)CC2)cc1	-5.4%
COc1ccc2c(c1)CCc1cc(C(=O)N3CCN(c4ccc(N5CCOCC5)nn4)CC3)sc1-2	9.5%
Cc1ccc(S(=O)(=O)NCCNC(=O)C2CCCNC2=O)cc1 (stereo not drawn)	15.1%
Cc1ccc(S(=O)(=O)n2nc(OC(=O)c3ccco3)cc2N)cc1	-4.5%
O=C1CC(N2CCOCC2)C(=O)N1CCN1C(=O)CC(N2CCOCC2)C1=O (stereo not drawn)	1.0%
O=C1c2cccnc2-c2ncccc21	3.7%
O=C(Nc1ccccc1)c1cccc(N2C(=O)CCC2=O)c1	-0.2%
Cc1ccc2nc3c(cc(C#N)c(=O)n3CCN3CCOCC3)c(=O)n2c1	2.6%
CCOn1c(=O)c(-c2ccc(OC)cc2)[n+]([O-])c2ccccc21	-1.7%
CN(C(=O)c1ccc(=O)[nH]c1)C1(C(=O)NC2CCCCC2)CCCCC1	-4.3%
COc1ccc(OCC(=O)Nc2ccccc2OC)cc1	9.0%
CC(C)C(NS(=O)(=O)c1ccc2c(c1)oc(=O)n2C)C(=O)N1CCN(C2CCCCC2)CC1 (stereo not drawn)	4.6%
CC(=O)OCCN1C(=O)c2cccnc2C1=O	4.0%
C=CCc1c(C)[nH]c2ccc(C)cc2c1=O	-1.7%
CCC1(c2ccccc2)NC(=O)N(CC(=O)Nc2cccc(C#N)c2)C1=O (stereo not drawn)	-0.9%
O=C(CSc1nnc(-c2cccnc2)n1Cc1ccccc1)N1CCOCC1	6.3%
CCOC(=O)C1CCCN(C(=O)CSc2nccn2C)C1 (stereo not drawn)	-1.9%
Cn1c(SCC(=O)Nc2cccc(O)c2)nnc1-c1ccc(S(=O)(=O)N2CCOCC2)cc1	2.9%
CCN(CC)C(=O)c1ccc(NC(=O)CSc2nnnn2-c2cc(OC)ccc2OC)cc1	13.6%
Cc1ccc(NC(=O)COC(=O)C2CCC(=O)N2)c(S(=O)(=O)N2CCOCC2)c1 (stereo not drawn)	3.4%
CN(C)Cc1ccccc1-c1cc(-n2ccnc2)ncn1	8.0%
COc1ccccc1C(=O)Nc1ccc(-c2nnc(SCC(=O)O)n2C)cc1	2.2%
Cc1cn2nc(N)c3ccccc3c2n1	-1.1%
COc1ccc(C(=O)CSc2nnc(-c3ccc(S(=O)(=O)N4CCOCC4)cc3)o2)cc1	0.8%
Cc1ccc(CNC(=O)C2C3C=CC4(CN(Cc5cccnc5)C(=O)C24)O3)cc1 (stereo not drawn)	0.3%
Cc1ccc(NC(=O)C2CC=CCC2C(=O)N2CCCCC2)cc1 (stereo not drawn)	11.9%
Cc1ccc2cc3c(NC(=O)CC(C)C)nn(C)c3nc2c1	-2.4%
O=c1c(-c2cccs2)nc2cnc(N3CCOCC3)nc2n1Cc1ccc(F)cc1	-0.2%
Cc1noc(C)c1-c1nccc(N2CCNCC2)n1	9.4%
C[C@H]1C[C@H](C)C(=O)[C@@H]([C@H](O)CC2CC(=O)NC(=O)C2)C1	-0.2%&2.9%
O=C(C1CCCCC1)N1CCC(c2nc3c(nnn3Cc3ccccc3Cl)c(=O)[nH]2)CC1	-1.5%
CCOc1ccccc1NC(=O)c1c(NC(=O)CNCc2ccco2)sc2c1CCC2	5.2%
Cc1nc(NCc2ccccc2)c2nc(-c3ccccc3)n(CCN(C)C)c2n1	13.6%
O=C1CC(c2cccs2)CC(O)=C1C=NCCN1CCNCC1 (stereo not drawn)	-0.9%
O=c1c(-c2ccccc2)c(O)nc2ccccn12	-3.5%
Cc1cc(C)c(O)c(Cc2cccc(Cc3cc(C)cc(C)c3O)c2O)c1	-2.0%[5.75 µM]
COc1cccc(CNc2nc3ccccc3n2CCN2CCCCC2)c1	-3.1%
O=C(Nc1ccc(OC(F)(F)F)cc1)C1=NCCN1	10.1%
CCNC(=O)N1c2ccc(OCC)cc2C(C)=CC1(C)C	2.7%
CCCNC(=O)c1c(C)cc(=O)oc1C	0.1%
COc1cc(C2c3c(-c4ccccc4)n[nH]c3C(=O)N2c2ccccc2)ccc1O (stereo not drawn)	4.7%

# Some values from the results shown.
# Reading for CCOC(=O)N1CCN(C(=O)CCC(=O)N2CCOc3ccc(C)cc32)CC1 in AmpC det inh: -0.5%
# Reading for NC(=O)c1ccsc1NC(=O)COc1ccccc1 in AmpC det inh: -6.2%
# Reading for O=C(Nc1ccc(OC(F)(F)F)cc1)C1=NCCN1 in AmpC det inh: 10.1%
# Reading for COC(=O)Cn1ncn2c(cc3oc(C)cc32)c1=O in AmpC det inh: 0.2%

# This is a subset; count on the stated rates, not on these rows.
